Growth percent in the NCI-60 one-dose screen (48 h, 10 µM unless noted): 100 = growth as untreated, 0 = no growth, -100 = all killed.
OVCAR-5: OVCAR-5 ovarian cancer; actives 2.9% (n = 82,000)
OVCAR-8: OVCAR-8 ovarian cancer; actives 4.4% (n = 81,000)
SK-OV-3: SK-OV-3 ovarian cancer cells; actives 3.2% (n = 80,000)
SF-268: SF-268 CNS cancer cells | actives 3.1% (n = 82,000) | AID 1794759
U251: U251 CNS tumor cells; actives 5.4% (n = 80,000)
PC-3: PC-3 prostate cancer cells | actives 3.9% (n = 80,000)
OVCAR-3: OVCAR-3 ovarian cancer | actives 7% (n = 79,000) | AID 1794787
OVCAR-4: OVCAR-4 ovarian cancer cells; actives 3.7% (n = 80,000)
DU-145: DU-145 prostate cancer; actives 4.2% (n = 81,000); AID 1794760
Starred values were filed as active, the others as inactive; · = no result given; & = joins results of further samples; [ ] = another dose, or the depositor's remark. Rule for the calls: active = growth percent below 10; inactive = the rest. Outcome played no part in choosing rows. About 9.5% of those tested had a hit in this group.

SMILES	OVCAR-5	OVCAR-8	SK-OV-3	SF-268	U251	PC-3	OVCAR-3	OVCAR-4	DU-145
Cn1cc(-c2csc(-c3cn(CCNC(=O)OC(C)(C)C)c4ccc(Br)cc34)n2)c2cccnc21	92	71	91	85	81	51	99	77	101
COc1ccc(-c2nnc(SCC(=O)Nc3ccc(C(=O)/C=C/c4ccccc4)cc3)o2)cc1OC	106	99	109	98	98	100	105	101	97
CCOC(=O)c1cnc2ccc(Br)cc2c1Nc1cccc(NS(C)(=O)=O)c1	94	101	108	90	104	98	106	96	101
CC(CN1c2ccccc2Sc2ccccc21)N(C)C (stereo not given)	109	107&100	97&123	98&95	94&88	68&87	109&109	104&84	105&103
CC(=O)NO	101	102	102	110	95	97	114	·	109
O=C(O)CSC(Nc1ccccc1C(=O)O)c1ccccc1 (stereo not given)	104	107	109	104	103	100	111	107	112
C#COc1cccc(Nc2c(C#N)cnc3ncc(NC(=O)C=C)cc23)c1	94[6.25 µM]	97[6.25 µM]	88[6.25 µM]	94[6.25 µM]	96[6.25 µM]	84[6.25 µM]	99[6.25 µM]	97[6.25 µM]	103[6.25 µM]
CC(=O)c1cc(NS(=O)(=O)c2ccc(N)cc2)cn1C	97	79	115	105	101	131	102	97	100
O=C(O)c1ccc(-n2cc(/C=N/Nc3ccc(Br)cc3)c(-c3cccc(C(F)(F)F)c3)n2)cc1	84	76	103	72	64	50	47	75	91
CCCCCN(CCCCC)CCC(O)c1cccc2ccccc12 (stereo not given)	59	75	81	76	57	58	81	63	76
COc1ccc2c(c1)c(CC(=O)OCC(=O)O)c(C)n2C(=O)c1ccc(Cl)cc1	·	102	115	111	99	110	126	103	121
COC(=O)[C@@H]1CCCC[C@@H]1C(=O)O	102	102	99	103	92	106	104	101	103
Cn1cc(C2=N[C@](C)(C(=O)N[C@H](C(=O)NC(C)(CO)C(=O)O)[C@H]3CCCN3)CO2)c2c(O)cc(Cl)cc21 (stereo not given in full)	103	98	100	95	97	95	100	103	106
CN(C(=O)C1CC=CCC1C(=O)N(C)c1ccccc1)c1ccccc1 (stereo not given)	98	96	92	112	107	85	109	93	110
Clc1ccc(/C=N/Nc2ncnc3sc4c(c23)CCN(Cc2ccccc2)C4)cc1	-19*	-56*	30	-31*	-84*	-60*	-80*	-76*	3.4*
Cc1cccc(NCC(=O)Cn2cc(COc3ccc(C=Nc4cnc5ccccc5c4)cc3)nn2)c1	106	103	104	129	90	110	150	112	118
CCOC(=O)C1CCN(S(=O)(=O)/N=C2/NC(=O)NC2=C(Cl)Cl)CC1	64	21	71	11	-87*	18	-81*	80	26
O=S(=O)(NCCNc1nccc(-n2cnc3ccccc32)n1)c1cccc2ccccc12	103	98	103	92	103	99	107	99	109
CCCc1nc2ccccn2c1Nc1ccc(C(=O)NO)cc1	94	78	81	94	96	83	99	91	88
OCC[C@@H]1C[C@H]1c1ccc2ccccc2c1	98	103	99	97	108	104	110	107	106

Random excerpt: five records from the list.
SMILES	OVCAR-5	OVCAR-8	SK-OV-3	SF-268	U251	PC-3	OVCAR-3	OVCAR-4	DU-145
Clc1ccc(/C=N/Nc2ncnc3sc4c(c23)CCN(Cc2ccccc2)C4)cc1	-19*	-56*	30	-31*	-84*	-60*	-80*	-76*	3.4*
Cc1cccc(NCC(=O)Cn2cc(COc3ccc(C=Nc4cnc5ccccc5c4)cc3)nn2)c1	106	103	104	129	90	110	150	112	118
CCOC(=O)c1cnc2ccc(Br)cc2c1Nc1cccc(NS(C)(=O)=O)c1	94	101	108	90	104	98	106	96	101
C#COc1cccc(Nc2c(C#N)cnc3ncc(NC(=O)C=C)cc23)c1	94[6.25 µM]	97[6.25 µM]	88[6.25 µM]	94[6.25 µM]	96[6.25 µM]	84[6.25 µM]	99[6.25 µM]	97[6.25 µM]	103[6.25 µM]
OCC[C@@H]1C[C@H]1c1ccc2ccccc2c1	98	103	99	97	108	104	110	107	106

Other entries.
SMILES	OVCAR-5	OVCAR-8	SK-OV-3	SF-268	U251	PC-3	OVCAR-3	OVCAR-4	DU-145
Cc1ccc(S(=O)(=O)N/N=C2\COC(C)C2)cc1 (stereo not given)	111	103	98	107	100	96	108	116	107
C[C@@H](C(=O)NCCCC#Cc1cnc(Nc2ccc(C#N)cc2)nc1NC1CC1)N(C)C(=O)/C=C/CN(C)C	66	56	·	48	21	63	29	39	38
COc1nc2c(cc1S(=O)(=O)c1ccccc1)CCc1c-2cnn1C	82	98	150	99	76	91	101	91	106
COc1ccc(NC(=O)CSc2nnc(-c3cc(-c4ccc(S(C)(=O)=O)cc4)nc4ccccc34)n2-c2ccccc2)cc1	101	83	87	84	99	75	102	101	100
CC(C)(C)OC(=O)N(CCOCCO)c1ccn2ncc(-c3ccc(C(=O)O)c(O)c3)c2n1	86	105	92	91	82	97	95	112	112
Cc1ccccc1C1N=C2Oc3ccccc3C=C2C(=O)N1 (stereo not given)	17	53	-6.3*	54	64	16	-27*	75	20
CCOC(=O)C(O)C(O)C(=O)OCC (stereo not given)	100	105	108	102	102	98	107	110	106
COc1ccc(-c2c[nH]c(C(=O)NCCO)c2-c2cc(OC)c3c(c2OC)OCO3)cc1	110	95	141	96	96	92	104	100	109
CCOC(=O)Cc1c[nH]c2ccc(N)cc12	107	106	113	104	100	111	124	113	100
N#Cc1c(-c2ccccc2Cl)cc(-c2c[nH]c3ccccc23)[nH]c1=O	82	87	88	80	67	73	94	70	66
Cc1cc(=O)n2c(-c3cccc([N+](=O)[O-])c3)nc3c4ccccc4ccc3n12	85	86	85	101	100	98	109	97	112
CS(=O)(=O)Nc1cc(-c2ccc3ncc(C#N)c(NCc4ccccc4F)c3c2)cnc1Cl	17	7.9*	-14*	8.0*	12	6.5*	3.4*	13	19
Cc1sc(NC(=O)COc2ccc(-c3ccccc3)cc2)c(C(N)=O)c1C	99	107	100	105	·	109	119	99	100
CCOC(=O)c1cc2c(=O)oc3ccccc3c2oc1=O	100	102	102	108	92	69	112	96	116
COc1cc(/C=N\NC(=O)c2cnn(CC(O)c3ccccc3)c2N)cc(OC)c1OC (stereo not given)	100	96	·	98	102	86	103	92	100
CCOCCC(=O)O	101	109	102	112	106	92	115	104	121
CS(=O)(=O)Nc1cccc(-c2cc(-c3ccccc3Cl)c(C#N)c(N)n2)c1	56	44	22	49	25	22	-29*	47	9.0*
O=C1C=C(NCCNCCO)C(=O)c2ccccc21	106	68	71	43	62	59	77	87	46
O=c1[nH]c2ccccc2[nH]1	112	104	107	106	105	93	105	114	121
C=CCOc1ccc(N=NC(C#N)C#N)cc1	94	87	53	102	85	70	40	32	78
NC(=O)C1CCCN1C(=O)C(Cc1cnc[nH]1)NC(=O)C1CCC(=O)N1 (stereo not given)	94	94	103	99	99	87	95	82	98
COc1ccc(Nn2c(SCC(=O)Nc3nccs3)nc(C)c2C)cc1	89	103	110	104	104	103	113	110	112
O=C(/C=C/c1ccccc1)C(Br)C(Br)c1ccccc1 (stereo not given)	38	-21*	86	14	43	4.2*	-31*	13	-21*
N[C@@H](CC(=O)N1CCn2c(nnc2C(F)(F)F)C1)Cc1cc(F)c(F)cc1F	107	107	103	104	102	103	116	109	114
O=C(O)c1[nH]c(=O)[nH]c(=O)c1[N+](=O)[O-]	126	101	116	117	104	97	134	122	134
Oc1ccc(Nc2ncnc3c2cnn3-c2cccc(Br)c2)cc1	116	100	110	89	95	91	107	83	104
CC(C)(C)c1ccc(OS(=O)(=O)c2ccccc2)cc1	103	103	107	97	95	94	106	106	105
CC(C)CCCC(C)C1CCC2C3CC=C4CC(=O)CCC4(C)C3CCC12C (stereo not given)	94	99	111	111	100	97	109	113	114
CC(=O)N[C@H](C(=O)N[C@@H](CCCNC(=N)N)C(=O)N[C@@H](CCCCN)C(=O)N[C@@H](CCCNC(=N)N)C(=O)N[C@]1(C)CCCCCC/C=C\CCC[C@@](C)(C(=O)N[C@@H](CCCNC(=N)N)C(=O)N[C@@H](CCC(=O)O)C(=O)N[C@@H](CC(C)C)C(=O)N[C@H](C(=O)N[C@@H](CCC(=O)O)C(N)=O)C(C)C)NC(=O)[C@H](CCC(N)=O)NC(=O)[C@H](CC(C)C)NC(=O)[C@H](CC(C)C)NC(=O)[C@H](CCCNC(=N)N)NC(=O)[C@H](CCCNC(=N)N)NC(=O)[C@H](CC(C)C)NC1=O)C(C)C	38	-15*	53	-51*	-41*	-4.6*	-39*	40	-73*
CCCC1CC(C(=O)NC(C(C)O)C2OC(SC)C(O)C(O)C2O)N(C)C1 (stereo not given)	84	97	114	106	111	93	112	106	111
Cc1ccc(C2(O)CCN(Cc3ccccc3)CC2)cc1	101	106	97	103	106	85	110	121	110
N#Cc1c(-c2ccc(F)cc2)n2c(nc1=O)SC(=O)C2=O	110	98	115	93	92	92	123	100	124
CCSc1ncc(Br)c(Sc2nc(N)nc3nc[nH]c23)n1	72	·	18	45	89	80	75	58	43
Cn1c2c(c(=O)n(C)c1=O)NC1=C(C(=O)c3ccccc31)C1(C=C(O)c3ccccc31)N2 (stereo not given)	101	90	94	87	72	87	70	137	98
COc1ccc(NC2=C(Br)C(=O)C(C)=C(C)C2=O)cc1	102	-30*	69	98	88	73	60	-100*	106
CC12CCCC(CC(=O)O)(C1)NC(=O)C2 (stereo not given)	103	102	115	100	110	98	113	112	112
COc1ccc2nccc(CC(O)C(Cl)(Cl)Cl)c2c1 (stereo not given)	109	91	109	97	92	86	·	109	105
Nc1nc2ccccc2[nH]1	109&102	111&99	101&98	118&106	103&114	92&91	131&113	124&112	112
O=C(Nc1ccc(Oc2ccc(NC(=O)Nc3ccccc3Cl)cc2)cc1)Nc1ccccc1Cl	101	56	77	40	25	2.0*	-38*	30	24
CCOC(=O)CCCn1c(C)c(C)c2c1N=C(SC)N1CC(=O)N=C21	125	113	127	132	105	103	162	100	149
O=[N+]([O-])c1ccc(NS(=O)(=O)c2ccccc2)c2ccccc12	84	63	35	42	37	53	25	41	62
O=[N+]([O-])c1ccc(-c2nc(N(CCO)CCO)c3ccccc3n2)o1	-5.6*	1.6*	-4.4*	-16*	7.6*	-1.0*	-34*	-26*	-23*
COc1ccc(/C=C/C(=O)c2cnccn2)cc1OC	116	89	91	97	90	84	103	115	107
CN(C)Cc1c(O)ccc2c(C(N)=O)c(NC(=O)c3ccccc3)sc12	95	80	37	83	77	57	85	62	80
COc1ccc(N2CSC(=S)N(c3ccc(OC)cc3)C2)cc1	73	91	103	95	90	84	92	81	98
CCOC(=O)c1c(Nc2ccccc2)nn2c(N)c(C#N)c(-c3ccc(Cl)cc3Cl)nc12	94	92	120	84	92	79	96	79	99
Cc1ccc(-c2cnc3sc(C)cn23)cc1	101	98	101	90	96	90	105	93	97

In a second layout: 5 of the compounds above.
Screens in order – OVCAR-5 | OVCAR-8 | SK-OV-3 | SF-268 | U251 | PC-3 | OVCAR-3 | OVCAR-4 | DU-145
Cc1ccc(-c2cnc3sc(C)cn23)cc1
    101 | 98 | 101 | 90 | 96 | 90 | 105 | 93 | 97
COc1ccc(N2CSC(=S)N(c3ccc(OC)cc3)C2)cc1
    73 | 91 | 103 | 95 | 90 | 84 | 92 | 81 | 98
CN(C)Cc1c(O)ccc2c(C(N)=O)c(NC(=O)c3ccccc3)sc12
    95 | 80 | 37 | 83 | 77 | 57 | 85 | 62 | 80
COc1ccc(/C=C/C(=O)c2cnccn2)cc1OC
    116 | 89 | 91 | 97 | 90 | 84 | 103 | 115 | 107
CCOC(=O)c1c(Nc2ccccc2)nn2c(N)c(C#N)c(-c3ccc(Cl)cc3Cl)nc12
    94 | 92 | 120 | 84 | 92 | 79 | 96 | 79 | 99

Laid out differently: two of the compounds above.
SMILES | OVCAR-5 | OVCAR-8 | SK-OV-3 | SF-268 | U251 | PC-3 | OVCAR-3 | OVCAR-4 | DU-145
O=[N+]([O-])c1ccc(NS(=O)(=O)c2ccccc2)c2ccccc12 | 84 | 63 | 35 | 42 | 37 | 53 | 25 | 41 | 62
COc1ccc(/C=C/C(=O)c2cnccn2)cc1OC | 116 | 89 | 91 | 97 | 90 | 84 | 103 | 115 | 107

Assay outcomes: PubChem BioAssay, NCI
